# From PubChem BioAssay
# PPARg SRC3 recr: PPARgamma-driven SRC-3 recruitment agonism | P37231 | biochemical PPARgamma/SRC-3 coactivator recruitment assay | activation, % at 8 µM | 0.26% of 200,000 active | AID 731; in the data active = activation above about 23%;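 also: 0% = DMSO and 100% = reference agonist; some compounds past the cut are filed as inactive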
# L major viab: Leishmania major promastigote growth inhibition; Leishmania major promastigotes, resazurin fluorescence viability; inhibition, % at 10 µM; 9% of 200,000 active; in the data active = inhibition above about 50%;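 also: promastigotes grown with compound for 44 hours at 28 °C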
# ROMK primary: modulators of human ROMK potassium channel | P48048 | Tet-inducible ROMK, thallium flux fluorescence; actives lie on both sides | B-score at 10 µM | 2% of 130,000 active | AID 1918;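 active = signal ratio slope over the read window, or its plate-corrected B-score, at least 3 SD from the plate mean, either direction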;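 also: B-score of the F/F0 ratio slope over 7 to 12 s after thallium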
# Target sequence (P48048 whole entry, looked up): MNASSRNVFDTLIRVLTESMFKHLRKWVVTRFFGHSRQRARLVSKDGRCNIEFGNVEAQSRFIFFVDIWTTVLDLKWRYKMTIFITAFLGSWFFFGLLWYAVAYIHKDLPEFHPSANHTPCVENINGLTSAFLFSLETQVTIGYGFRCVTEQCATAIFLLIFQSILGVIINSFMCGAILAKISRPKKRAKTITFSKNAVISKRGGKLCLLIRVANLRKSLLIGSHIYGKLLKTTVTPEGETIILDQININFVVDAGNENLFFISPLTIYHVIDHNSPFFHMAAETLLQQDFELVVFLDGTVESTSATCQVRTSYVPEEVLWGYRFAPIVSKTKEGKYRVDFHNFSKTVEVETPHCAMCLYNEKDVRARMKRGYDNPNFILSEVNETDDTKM
# HMGR II inh: inhibitors of class II HMG-CoA reductase from Enterococcus faecalis; purified E. faecalis HMGR, NADPH absorbance 340 nm kinetic; inhibition, % at 10 µM; 0.41% of 190,000 active; AID 1066;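 active = inhibition above a set limit, the median over all tested compounds plus 3 SD, cut at about 9.5% in these data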;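 also: enzyme runs in reverse so mevalonate oxidation gives rising NADPH absorbance; 0% = complete reaction with DMSO and 100% = background rate lacking mevalonate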
# DTT redox prof: compounds producing H2O2 with reducing agent – biochemical, NIH compound library profiling, artefact control for MLSCN library redox annotation, primary screen | 0.03% of 200,000 active | activation, % at 10 µM | DTT-dependent redox cycling H2O2, phenol red/HRP absorbance; 100% = 100 µM peroxide control, 0% = buffer;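 active = activation of at least 50% relative to the plate's high and low controls in the primary single-dose screen; inactive = activation below 50%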;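 also: compound incubated with DTT at 0.8 mM final as the reducing agent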
# TR-FRET SRC-2 ct: counter-screen for PPARgamma SRC-2 recruitment agonists: TR-FRET artefact; hits give high values; TR-FRET ratio at 8 µM; 0.4% of 200,000 active; AID 1049; in the data active = TR-FRET ratio above about 2000; also: inactives centre near 1500; reference of the scale not given here
# PPARg SRC-1 ag: PPARgamma-driven SRC-1 recruitment agonism; PPARgamma-SRC-1 coactivator recruitment biochemical assay; AID 631; 0.41% of 200,000 active; P37231; activation, % at 8 µM; in the data active = activation above about 19%;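 also: 0% = DMSO and 100% = reference agonist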
# PPARg SRC2 recr: agonists of SRC-2 recruitment by human PPARgamma; P37231; PPARgamma LBD-SRC-2 recruitment, biochemical; activation, % at 8 µM; 0.34% of 200,000 active; AID 1032; in the data active = activation above about 22%;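 also: 0% = vehicle and 100% = reference agonist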
# RAM inhibit: yeast RAM network inhibition. S. cerevisiae dse1pr::URA3 reporter, 5-FOA growth OD615, 2 d; analog-sensitive cbk1-as2 kinase mutant strain. 1.8% of 190,000 active. AID 868. inhibition, % at 50 µM;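 active = inhibition above a set limit, 3 SD over mean compound inhibition, cut at about 8.4% in these data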;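 also: 0% = DMSO-only wells with no growth and 100% = 10 µM 1-NA-PP1 full growth; inhibition rescues growth on 5-FOA so higher OD means more RAM inhibition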
# bIAP inh: blocks bovine intestinal alkaline phosphatase activity; purified bovine IAP, CDP-star luminescence, 30 min; inhibition, % at 20 µM; 190,000 tested, under 10 active;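 active = over 50% inhibition of intestinal alkaline phosphatase at 20 µM in the single-dose screen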
#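 Assay system: bovine IAP enzyme; medium: DEA buffer 100 mM, pH 9.8, with MgCl2 1.0 mM, ZnCl2 0.02 mM; doses: 20 µM single dose; incubation: enzyme reaction for 30 min at room temperature; detection: CDP-star luminescence signal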
# S1P3 antagonist: S1P3 (human) receptor antagonism | inhibition, % at 4.98 µM | CHO S1P3 NFAT-BLA reporter, FRET fluorescence, antagonist mode | 0.27% of 170,000 active;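 active = inhibition above the plate cutoff, the mean inhibition of test wells on that plate plus 3 SD, cut at about 28% in these data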;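 also: cells challenged with S1P at its EC80 of 0.8 µM; blue over green emission ratio from cleaved BLA substrate after 4 h stimulation; 0% = S1P-stimulated wells and 100% = unstimulated DMSO-only wells; some compounds past the cut are filed as inactive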
# Target sequence (Q99500 whole entry, looked up): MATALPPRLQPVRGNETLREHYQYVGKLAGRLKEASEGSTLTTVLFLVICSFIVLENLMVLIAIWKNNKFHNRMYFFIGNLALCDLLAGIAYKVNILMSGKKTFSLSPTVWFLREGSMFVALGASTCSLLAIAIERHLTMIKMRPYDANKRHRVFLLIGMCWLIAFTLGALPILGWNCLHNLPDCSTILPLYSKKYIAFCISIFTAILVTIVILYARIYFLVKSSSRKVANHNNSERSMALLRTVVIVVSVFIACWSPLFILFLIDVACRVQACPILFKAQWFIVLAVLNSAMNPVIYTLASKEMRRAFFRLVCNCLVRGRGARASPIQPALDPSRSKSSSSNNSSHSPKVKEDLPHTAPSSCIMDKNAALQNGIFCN
# An asterisk follows results filed as active; . = not tested or not shown.
# Order of results: ROMK primary	DTT redox prof	PPARg SRC3 recr	S1P3 antagonist	RAM inhibit	PPARg SRC2 recr	HMGR II inh	PPARg SRC-1 ag	L major viab	TR-FRET SRC-2 ct	bIAP inh
Cc1cc(C)c2c(=O)c3c(oc2c1)C(=O)N(CCO)C3c1cccc(O)c1 (centres undefined)
    0.34	-3.3	-3	-17	2.4	0	5	8	-3	1503	1
COCc1cc(C)nc(OCC(=O)N/N=C/c2ccc(OC)c(O)c2)c1C#N
    0.22	-0.4	0	-7	0.5	4	-3	0	-2	1788	-16
CCCS(=O)(=O)N1CCN=C1SCc1ccc(C)cc1
    0.4	-0.1	1	-6	-0.9	0	-3	0	39	1448	6
Cc1cc(C(=O)Nc2c(C)n(C)n(-c3ccccc3)c2=O)on1
    .	-1.2	-2	.	1.5	7	1	-3	-8	1648	8
CCc1cc(C(=O)OC)c(NC(=O)CC2Sc3ccc(C(F)(F)F)cc3NC2=O)s1 (centres undefined)
    .	1.1	-5	-1	3.5	10	-3	4	-4	1604	-9
CSc1ccc(NC(=O)Nc2cccn(Cc3ccccc3)c2=O)cc1
    1.7	0.3	2	11	0.5	10	3	1	4	1462	2
CN1CCN(C(=O)c2ccc(S(=O)(=O)c3ccc(Br)cc3)cc2)CC1
    .	-1.4	-6	1	0.5	3	-11	-2	0	1599	0
COCCOC(=O)c1[nH]c2c(c1C)C(=O)CC(c1cc(OC)ccc1OC)C2 (centres undefined)
    .	0.2	1	20	1.8	-3	-2	1	-7	1395	11
N#Cc1ccccc1CSc1nc2ccc(NC(=O)c3ccccc3C(=O)O)cc2s1
    1.1	0.1	1	-2	0.7	2	-1	0	-8	1458	6
CCOc1ccccc1NC1=C(Cl)C(=O)N(c2ccc(OC)cc2)C1=O
    .	-0.1	0	9	1.4	-2	2	0	-9	1395	31
O=C(O)c1sc2cc(C(F)(F)F)cnc2c1-c1cccs1
    1.1	-2.0	3	5	2.3	6	3	6	-3	1553	-5
CCOC(=O)C(C)Sc1nc(=O)n2cc(C)ccc2n1 (centres undefined)
    -0.013	-0.7	0	-1	0.5	-8	-10	7	0	1480	-4
O=C(Nc1ccc(Cl)cc1)Nc1cc([N+](=O)[O-])ccc1F
    0.73	-0.1	1	3	0.3	8	0	0	-5	1615	5
c1cncc(C2OCC3(CO2)COC(c2cccnc2)OC3)c1 (centres undefined)
    0.85	-1.2	4	-8	-0.4	13	-1	8	-7	1662	9
Cc1ccc2nc(-c3ccc(NC(=O)c4cccnc4)cc3)oc2c1
    0.34	0.7	5	0	0.2	9	-1	6	-5	1616	8
O=C(NCC1CCCO1)c1ccc(COc2ccc(Br)cc2)cc1 (centres undefined)
    -0.8	-0.2	-5	19	2.6	-7	-5	-1	-7	1286	-4
O=C(CC1CCCCC1)NCc1ccccn1
    0.64	0.0	5	-24	2.0	1	-4	3	-1	1674	6
CCS(=O)(=O)Nc1cc(C(=O)OC)ccc1C(=O)OC
    1.1	0.1	-2	.	2.1	0	-10	7	-5	1561	14
Cc1occc1C(=O)NCc1ccccc1F
    .	1.6	2	26	0.0	8	0	0	-2	1228	-5
O=C1C=C(NCCOC23CC4CC(CC(C4)C2)C3)C2(CCCCC2)O1
    0.083	0.3	6	-7	2.2	-7	-4	-7	86*	1559	6

# Carrying on.
# Order of results: ROMK primary	DTT redox prof	PPARg SRC3 recr	S1P3 antagonist	RAM inhibit	PPARg SRC2 recr	HMGR II inh	PPARg SRC-1 ag	L major viab	TR-FRET SRC-2 ct	bIAP inh
NC(=O)CSc1nnc(Cc2csc(Nc3ccc(F)cc3)n2)n1Cc1ccccc1
    -1.6	0.6	8	.	4.4	2	-14	6	-9	1656	-2
CCn1c(SCC(=O)Nc2ccc(C(C)=O)cc2)nc2nc3c(cc2c1=O)CCCC3
    .	-0.4	-2	.	0.8	-7	-2	4	16	1394	-6
Cc1cc(C)c2cc(C#N)c(SCC(=O)NCC3CCCO3)nc2c1 (centres undefined)
    .	0.5	-6	1	3.1	6	-5	6	12	1761	7
N#Cc1ccc2ccn(CC(=O)NCc3ccccc3)c2c1
    .	0.6	4	-21	4.9	14	-2	-1	-1	1507	7
COc1ccc(CCNC(=O)CSc2ccsc2[N+](=O)[O-])c(OC)c1
    0.28	-1.7	1	12	1.4	2	-5	3	3	1457	-11
Cc1ccc2nc3c(cc(C(=O)NCc4ccco4)c(=N)n3Cc3ccco3)c(=O)n2c1
    -0.68	12	-3	-6	1.2	2	-5	4	10	1555	-3
CC(C)(C)C(=O)N1CCc2cc(-c3csc(N)n3)ccc21
    .	2.2	-3	.	0.1	1	1	0	59*	1554	2
CC(NC(=O)c1cccnc1)C(c1cccs1)N1CCN(C)CC1 (centres undefined)
    .	-1.8	5	-21	1.8	8	-7	10	-5	1676	-6
Cc1nc2c(C)cccn2c1/C(O)=C1\C(=O)C(=O)N(CCN2CCOCC2)C1c1ccncc1 (centres undefined)
    1	0.3	4	-11	1.8	1	-2	3	-7	1443	0
CC1=C(C(=O)Nc2ccccc2)C(c2ccco2)C(C#N)=C(SCC(N)=O)N1 (centres undefined)
    -0.02	0.4	4	.	-0.1	0	0	1	-5	1733	8
CCOC(=O)N1CCc2c(sc(NC(=O)c3ccc(S(=O)(=O)N4CCCC4)cc3)c2C#N)C1
    .	-0.3	1	-12	2.0	-1	-4	-1	57*	1493	7
O=C(c1c[nH]c2ccccc12)C(O)C(c1ccccc1)N1CCOCC1 (centres undefined)
    .	0.7	-5	-4	2.4	5	2	6	0	1603	8
CCOC(=O)c1[nH]c(C)c(C(=O)NC(C)(C)C)c1C
    -0.064	0.0	-3	-13	1.6	1	-5	2	-3	1575	-1
CC(C)NC(=O)c1cc(-c2cccs2)on1
    -0.067	0.1	-1	.	3.9	7	-4	6	-5	1541	14
CCOc1ccc2[nH]c(=O)c(CN(CCO)C(c3nnnn3C3CCCCC3)C(C)C)cc2c1 (centres undefined)
    -2.4*	-0.2	1	20	0.7	-2	6	-4	69*	1599	-2
COc1ccc(NC(=O)CSc2nc(O)c(Cc3ccccc3)c(=O)[nH]2)cc1
    .	1.0	3	-33	3.9	7	0	9	-9	1696	-1
CN(c1cccc(NC(=O)CN(c2ccc(Cl)c(Cl)c2)S(=O)(=O)c2ccccc2)c1)S(C)(=O)=O
    0.15	1.6	1	-12	9.7*	7	0	3	18	1560	-2
OC(COC1CCCCC1)CN1CCN(c2ccccc2)CC1 (centres undefined)
    .	-3.7	-9	-1	0.7	4	2	-7	20	1553	2
CCOc1ccccc1NC(=O)C1CCCCN1S(=O)(=O)c1ccc(F)cc1 (centres undefined)
    -0.12	0.0	-12	.	1.7	2	-1	9	9	1515	11
Cc1ccc(CNC(=O)CSCc2ccc(F)cc2)cc1
    -1.1	-0.3	-2	-2	-1.3	-5	-2	1	4	1588	24

# Next part:
# Order of results: ROMK primary	DTT redox prof	PPARg SRC3 recr	S1P3 antagonist	RAM inhibit	PPARg SRC2 recr	HMGR II inh	PPARg SRC-1 ag	L major viab	TR-FRET SRC-2 ct	bIAP inh
COc1ccc(NC(=O)N2CCCC(c3nc(-c4ccc(C(C)C)cc4)no3)C2)cc1 (centres undefined)
    .	2.1	-8	13	12*	-1	-4	-8	12	1491	-6
CCC(=O)NC(=S)Nc1cccc(-c2nc3ncccc3o2)c1
    0.2	-0.3	4	-14	2.0	6	-4	9	2	1649	3
Cc1ccc(OCC(=O)NCCN2CCOCC2)cc1C
    .	0.0	-11	.	0.7	2	0	-13	-2	1540	0
Cc1ccc(OCCn2cnc3ccccc3c2=O)c([N+](=O)[O-])c1
    0.98	1.7	-1	-5	1.1	-2	-5	-4	-4	1324	29
COc1ccc2c(c1OC)C(=O)N(c1ccc3c(c1)CCC3)C2=O
    -0.6	-0.1	-7	-9	1.5	3	6	-5	0	1575	0
COc1ccc(N2C(=S)N(C(=O)c3ccccc3)C(=Nc3ccccc3)C2=Nc2ccccc2)cc1
    -0.19	3.3	15	.	.	3	.	5	4	1488	.
CCCCNC(=S)NC(=O)c1ccc(Cl)cc1Cl
    .	-5.0	15	.	2.4	16	-1	7	1	1483	6
CCOC(=O)c1c(C)oc2ccc(OC(=O)N3CCOCC3)cc12
    -0.27	-0.6	-3	.	0.7	-3	-7	-2	-5	1491	1
CCOC(=O)CSc1nc(C(C)(C)C)nc2ccccc12
    0.94	0.5	4	-3	-0.1	15	5	0	1	1723	3
CCOC(=O)C(NC(=O)Cc1ccccc1)(Nc1cc(C)on1)C(F)(F)F (centres undefined)
    0.16	-0.4	8	.	0.1	13	12*	3	-1	1546	15
CN(C)Cc1ccc(F)cc1Sc1cc(Cl)ccc1Cl
    0.31	-0.1	7	-26	2.5	0	-6	8	3	1372	-3
CCOC(=O)c1c(NC(=O)c2c(-c3ccccc3)noc2C)sc(C)c1-c1ccccc1
    -1.2	0.2	2	.	7.0	9	1	2	23	1448	8
O=C(Cn1cnc2c(cnn2-c2ccc(Cl)cc2)c1=O)NC1CCCCC1
    .	0.7	2	-5	3.4	2	-4	3	-6	1649	11
CCN(CC)c1ccc(/C=N/NC(=O)C(O)c2ccccc2)cc1 (centres undefined)
    -0.25	-0.9	5	-22	1.0	13	-3	3	-3	1633	-8
O=c1[nH]c(C2CC2)nc2sc3c(c12)CCCC3
    1.1	-0.6	0	-17	1.4	-2	-2	-5	11	1557	-2
C=CCN1C(=O)/C(=C/C=C2/N(CC)c3ccc(S(=O)(=O)N(C)C)cc3N2CC)SC1=S
    .	0.8	0	-4	6.0	-2	3	7	3	1283	14
COc1ccc(Cc2n[nH]c(=S)n2Cc2ccccc2)cc1Cl
    0.7	-0.6	-2	6	0.0	-2	-5	-1	97*	1414	-66
CCOc1ccc(-n2c(SCC(=O)Nc3ccc4c(c3)OCO4)nc3ccccc3c2=O)cc1
    .	2.4	1	.	1.7	2	-2	4	34	1528	-6
CC(=O)N1N=C(c2ccco2)CC1c1cccs1 (centres undefined)
    .	-1.6	2	.	0.2	6	3	1	-4	1635	-2
CCCCC(=O)Nc1nnnn1CCC
    1.1	0.1	4	7	-0.7	-4	1	-3	-4	1352	.

# New compounds follow.
# Order of results: ROMK primary	DTT redox prof	PPARg SRC3 recr	S1P3 antagonist	RAM inhibit	PPARg SRC2 recr	HMGR II inh	PPARg SRC-1 ag	L major viab	TR-FRET SRC-2 ct	bIAP inh
CCCC(=O)Nc1ccc(C(=O)/C=C/c2ccc(SC)cc2)cc1
    .	-6.6	-10	.	5.4	4	6	8	23	1688	6
Cc1ccc(NC(=O)CC2C(=O)NC3CCCCC3N2C(=O)c2ccc(F)cc2)cc1C (centres undefined)
    .	0.8	-3	11	0.3	4	0	6	-2	1605	-24
CCNC(=S)NNc1nncc2ccccc12
    -0.12	-0.6	2	1	0.5	5	1	7	12	1711	-32
CCOc1ccc(NC(=S)N2CCCN(Cc3cccc(Cl)c3)C2)cc1
    -0.4	-0.2	6	14	1.2	7	-9	-2	82*	1634	-2

# This is a random part of the collection; 13% or so of the library scored in one or more.
